Screens (PubChem)
CHRM1 antagonist: blocks human M1 muscarinic receptor | inhibition, % at 3 µM | P11229 | 360,000 tested, 1.3% active | CHO-K1 hM1, Fluo-8 calcium fluorescence, ACh EC80 antagonist;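 active means percent inhibition above its own plate's cutoff, namely the mean of that plate's compound wells plus 3 SD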;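 further: peak over basal fluorescence ratio during 140 s after agonist addition; 0% = ACh EC80 plus DMSO and 100% = DMSO alone without agonist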
CHO-K1 Ca ag: counter-screen for M1 agonists: effect in parental CHO-K1 cells | Fluo-8 calcium fluorescence; scaled to maximal ATP response, vehicle zero | activation, % at 3 µM | 360,000 tested, 0.48% active | AID 602248; in the data active means activation above about 15%;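 further: untransfected CHO-K1 host cells lacking M1 receptor as counterscreen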
CHO parental Ca: signal in parental CHO cells, OX1R antagonist counter-screen | 330,000 tested, 0.63% active | parental CHO-K1, ATP-induced calcium, Fluo-8 fluorescence | inhibition, % at 5.6 µM;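 active means inhibition above that plate's mean sample inhibition plus 3 SD, cut at about 26% in these data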;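 further: 0% = ATP-challenged DMSO wells and 100% = DMSO wells without ATP; some compounds past the cut are filed as inactive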
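Material: Parental CHO cells | Reagent: ATP | Compound dosing: Single nominal dose of 5.6 µM per compound | Detection: Intracellular calcium via Fluo-8 no-wash fluorescent dye | Read-out: % inhibition of ATP-induced calcium mobilization | Benchmarks: Low control ATP plus DMSO, high control DMSO only | Replicates: Singlicate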
CHO-K1 Ca antag: counter-screen for M1 antagonists: effect in parental CHO-K1 cells; ATP-induced calcium, Fluo-8 fluorescence; inhibition, % at 3 µM; 360,000 tested, 0.6% active; AID 602250;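 active means inhibition above a per-plate cutoff, the plate's mean sample inhibition plus 3 SD, cut at about 24% in these data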;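 further: 0% = DMSO plus EC80 ATP and 100% = DMSO alone without ATP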
M1 ag: human M1 muscarinic receptor agonism | CHO-K1 hM1, Fluo-8 calcium fluorescence, agonist mode; 0% DMSO, 100% acetylcholine EC100 | activation, % at 3 µM | 360,000 tested, 0.33% active | P11229;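 active means activation above the run's mean compound activation plus 3 SD, cut at about 16% in these data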;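 further: peak over basal fluorescence ratio within a 140 s kinetic read after compound addition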
OXTR potentiator: potentiates the human oxytocin receptor response. P30559. 320,000 tested, 0.061% active. AID 2445. CHO-OTR cells, Fluo-8 calcium fluorescence, potentiator mode; 0% = oxytocin EC15, 100% = EC100. activation, % at 3 µM;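 active means activation above that plate's cutoff, the mean activation of tested compounds plus 3 SD, cut at about 6.6% in these data, passing the limit was not always enough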;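 further: 100% uses oxytocin at 75 nM as the full agonist control; some results filed as inactive read as strong as hits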
Target sequence (P30559 whole entry, looked up): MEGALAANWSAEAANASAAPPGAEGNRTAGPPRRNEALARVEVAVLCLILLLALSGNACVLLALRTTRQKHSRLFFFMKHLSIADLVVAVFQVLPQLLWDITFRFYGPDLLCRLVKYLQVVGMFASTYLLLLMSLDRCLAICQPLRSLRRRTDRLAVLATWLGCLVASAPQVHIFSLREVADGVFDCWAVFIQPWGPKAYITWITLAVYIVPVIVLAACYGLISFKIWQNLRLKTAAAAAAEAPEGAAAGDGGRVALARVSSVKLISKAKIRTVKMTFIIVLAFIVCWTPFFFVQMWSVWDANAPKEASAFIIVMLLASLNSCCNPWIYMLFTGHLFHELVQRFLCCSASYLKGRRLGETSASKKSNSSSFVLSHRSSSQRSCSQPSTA
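Dosing: Single dose, 3.0 µM nominal final compound concentration | Material: Human OTR in CHO cells | Technique: Kinetic Fluo-8 calcium fluorescence | Benchmarks: EC15 oxytocin alone as 0%, 75 nM oxytocin as 100% | Probe or stimulus: Oxytocin at about EC15, sub-maximal agonist stimulus | Incubation: Compound 6 min at room temperature before oxytocin, 100 s read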
M4 ag: CHRM4 agonism in calcium assay | activation, % at 3 µM | 360,000 tested, 0.14% active | CHO-K1 hM4/Gqi5, Fluo-8 calcium fluorescence; vehicle 0%, full acetylcholine response 100%;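 active means activation above the run mean over all test wells plus 3 SD, cut at about 32% in these data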;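 further: peak over basal fluorescence ratio per well then scaled between controls; 0% = DMSO wells and 100% = acetylcholine at EC100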
Target sequence (P08173 whole entry, looked up): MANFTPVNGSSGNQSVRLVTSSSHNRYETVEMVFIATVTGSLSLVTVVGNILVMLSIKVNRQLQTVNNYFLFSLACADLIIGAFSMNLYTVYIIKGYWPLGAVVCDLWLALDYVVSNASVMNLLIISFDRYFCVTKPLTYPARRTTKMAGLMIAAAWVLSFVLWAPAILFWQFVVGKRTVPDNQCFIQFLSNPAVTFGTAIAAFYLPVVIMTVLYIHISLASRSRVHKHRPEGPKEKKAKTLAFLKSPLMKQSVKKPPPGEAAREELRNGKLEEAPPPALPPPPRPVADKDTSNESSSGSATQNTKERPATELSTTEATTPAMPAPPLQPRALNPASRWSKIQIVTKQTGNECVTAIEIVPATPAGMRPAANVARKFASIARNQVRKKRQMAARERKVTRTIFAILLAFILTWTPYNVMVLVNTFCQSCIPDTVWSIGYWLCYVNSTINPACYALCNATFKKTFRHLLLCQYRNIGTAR
CHRM4 antagonist: antagonists of human muscarinic M4 receptor (CHRM4). 360,000 tested, 0.73% active. CHO-hM4 cells, ACh EC80, Fluo-8 calcium fluorescence. inhibition, % at 3 µM;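 active means inhibition above its plate's cutoff, the mean inhibition of sample wells plus 3 SD, cut at about 27% in these data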;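 further: 0% = acetylcholine EC80 with DMSO and 100% = DMSO without agonist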
CHRM1 PAM: potentiates human M1 receptor response to acetylcholine; CHO-K1 hM1, Fluo-8 calcium fluorescence, ACh EC20; 0% = ACh EC20, 100% = maximal ACh; activation, % at 3 µM; 360,000 tested, 0.088% active; P11229; in the data active means activation above about 19%, passing the limit was not always enough
Active calls of the source: *; nt = no result given; & = joins results of further samples.

SMILES	CHRM1 antagonist	CHO-K1 Ca ag	CHO parental Ca	CHO-K1 Ca antag	M1 ag	OXTR potentiator	M4 ag	CHRM4 antagonist	CHRM1 PAM
O=C(CSc1nncs1)N1CCN(C(=O)c2ccco2)CC1	-3.3	0.1	8.4	9.0	-0.6	-4.0	0.0	-10.3	-0.8
C/C(=N\Nc1nc(-c2cc(C)ccc2C)cs1)c1cc2ccccc2oc1=O	0.8	-0.1	-3.0	-1.1	-6.6	2.1	0.2	6.1	6.8
COc1ccc(CNC(=O)C2CCC(CNc3c(N4CCOCC4)c(=O)c3=O)CC2)cc1 (stereo unspecified)	-17.3&-12.9	0.2&1.5	4.5	-7.8&-10.9	-1.8&-1.4	-3.6	0.3&-0.1	-4.7&-9.3	8.0&6.0
CCOc1ccc(NC(=O)N2CCC(c3nc4ccccc4[nH]3)CC2)cc1	-8.8	0.6	-15.1	-5.8	-13.2	-4.1	2.1	-13.2	7.5
CCN(CC)C(=O)Cn1cc(SCC(=O)Nc2cc(C)on2)c2ccccc21	-21.8	0.1	0.3	-1.5	-4.5	-12.8	1.2	2.2	13.3
CCOc1cc(C(=O)NCCCNC(=O)c2cc(OCC)c(OCC)c(OCC)c2)cc(OCC)c1OCC	-10.0	-0.2	-7.5	-5.8	-4.3	-4.3	-0.6	-15.3	8.4
Cc1cc2c(=O)n(C)c(SCC(=O)Nc3ccc(F)cc3)nc2s1	-2.1	0.8	nt	7.3	-5.1	nt	5.2	-3.3	3.7
CCN(CC(=O)NCc1ccc(F)cc1)C(=O)c1cccc(S(=O)(=O)N(C)c2ccc(OC)cc2)c1	2.9	3.1	nt	-22.3	-1.0	nt	8.4	-3.4	1.8
CCN(C[C@H]1N[C@@](Cc2ccccc2)(C(=O)OC)[C@H]2C(=O)N(C)C(=O)[C@@H]12)S(=O)(=O)c1ccc(-c2ccccc2)cc1	2.3	1.5	-21.4	-6.2	-2.8	-9.4	4.4	-8.3	-1.7
Cc1cccc(CCNc2nc3ccc(C)cc3n3cnnc23)c1	-0.9	2.4	-10.3	-14.1	-2.7	-16.1	-0.5	5.6	4.7
Cc1ccc(C(=O)NC(=S)NNC(=O)c2ccccc2O)cc1	8.3	0.1	-10.5	-11.1	-1.4	-23.2	0.2	-2.4	-4.6
Cn1c(SCc2cccc(Cl)c2)nc(C(F)(F)F)cc1=O	-5.5	-0.4	-23.2	1.4	-10.9	-3.1	-0.1	5.0	-4.5
COc1ccc(/C=N/NC(N)=S)cc1	-5.1	-0.1	-3.1	5.5	-0.5	3.1	-0.1	-3.2	10.2
O=c1ncn(-c2ccc(F)cc2)c2ncccc12	-10.1	0.7	1.4	-11.0	-5.0	-5.6	1.4	-3.7	10.6
CC(=O)Nc1ccc(S(=O)(=O)N2CCC(c3nnc(-c4ccc(C)cc4)o3)CC2)cc1	15.9	8.8	-12.4	2.5	3.3	-4.8	20.8	7.8	-14.6
CSCc1ccc(C(=O)Nc2ccc(C(N)=O)cc2)cc1	-5.5	0.6	-0.6	-6.1	-2.1	-4.4	1.1	-2.2	5.8
Cc1cc(C)n(-c2ccc(Cl)c(C(=O)Nc3ccc(-c4nnc5n4CCCCC5)cc3)n2)n1	-1.5	1.5	-17.1	-8.0	-2.9	-9.6	4.1	2.1	1.9
CCOC(=O)[C@]12CCC=C1N(Cc1ccco1)C(=O)[C@H](CC(=O)N1CCC(c3ccccc3)CC1)C2	nt	-0.6	nt	-5.8	nt	nt	-1.4	-4.1	nt
O=C(Nc1ccc(Br)cc1Br)C1CC(=O)N(Cc2ccccc2)C1 (stereo unspecified)	-1.6	0.0	-23.4	11.2	-4.1	-2.9	2.3	-0.3	0.5
Cc1ccccc1OCC(O)CN1CCN(c2ccccn2)CC1 (stereo unspecified)	0.7	0.0	-12.7	5.5	-8.8	-9.4	1.7	-7.6	-1.8
Cc1ccsc1/C=N/N1CCN(c2ccccn2)CC1	2.3	4.5	-11.1	-12.3	-2.3	-6.2	2.5	4.6	-2.3
CCN(CC)S(=O)(=O)c1ccc(/C=C/C(=O)Nc2ccc(F)c(F)c2F)cc1	13.3	8.7	-13.8	7.7	-4.9	-15.6	11.5	1.4	-13.1
CCOC(=O)C(=O)Nc1ccc([N+](=O)[O-])cc1OC	1.3	1.7	-9.1	4.2	-6.0	-4.2	0.6	-3.3	5.0
NC(=O)CSc1nnc(-c2ccncc2)n1-c1ccc(Cl)cc1	-12.7	0.9	-7.2	-0.9	8.6	-4.5	-0.1	3.1	11.4
CCOc1ccc(/C=C/[N+](=O)[O-])c2ccccc12	25.1	0.9	3.4	0.6	1.8	3.4	1.6	39.7*	14.9
C/C(=N\Nc1nc2ccc(Cl)cc2o1)c1ccccc1	4.0	0.7	-28.5	-1.7	-1.8	-3.9	-0.3	2.3	-1.4
CCCNC(=O)c1c(N)n(-c2ccc3c(c2)OCO3)c2nc3ccccc3nc12	-3.8	0.0	8.5	-0.1	-4.7	-3.4	-0.1	-1.6	-0.1
CCCn1c(N)c(Sc2ccccc2[N+](=O)[O-])c(=O)n(CCC)c1=O	-10.5	5.9	-12.8	-19.4	0.5	-3.0	2.1	0.8	8.4
CC(=O)Oc1ccc(/C=C(\NC(=O)c2ccco2)C(=O)NCc2ccccc2)cc1	-2.8	2.0	-9.1	-4.9	-1.6	-6.0	1.4	-6.5	4.2
COc1cc(OC)cc(C(=O)N[C@H](C(=O)OCC(=O)N2CCN(S(=O)(=O)c3ccc(C)cc3)CC2)C(C)C)c1	-15.8	-0.5	nt	-8.7	-7.8	nt	1.3	7.0	10.7
O=C(COC(=O)/C=C/c1ccccc1)NC1CCCCC1	0.8	0.1	-7.4	-9.8	-2.2	3.7	1.1	-1.8	3.6
N#Cc1nc(-c2cccs2)oc1NCCCN1CCOCC1	-2.8	0.3	6.7	6.2	-9.6	0.9	0.1	0.7	-5.5
CC1CCN(S(=O)(=O)c2cccc3cccnc23)CC1	-9.1	0.0	1.2	-10.1	-1.3	-7.6	1.1	-2.4	11.7
Cc1cccc(CC(=O)N2CCOCC2)c1	-17.1	0.1	-7.2	-0.6	-2.7	-3.5	0.2	-1.8	6.4
COC(=O)c1ccc(NS(=O)(=O)c2c(C)[nH]c(C)c2C(=O)N2CCCC2)cc1	-4.2	0.5	-1.1	-13.2	-1.6	-11.3	1.3	0.0	5.5
CCOC(=O)C(=CNc1ccccc1C)C(=O)OCC	-0.7	-0.1	-24.3	17.3	-5.6	-1.2	-3.1	-6.7	6.6
OC(COc1ccc2ccccc2c1)Cn1cncn1 (stereo unspecified)	-0.1	1.6	-8.8	-20.3	-0.9	-9.9	1.7	-3.7	4.2
CC(=O)N/N=C/c1ccc(OCCOc2ccc(Br)cc2)cc1	0.1	-0.1	6.1	5.8	0.2	-3.6	1.4	-14.1	6.5
O=C(Nc1ccccc1)NN(C(=O)CCl)c1ccccc1	-6.6	1.6	2.3	-15.3	-0.4	-4.9	3.2	4.1	14.5
COc1cc(CC(=O)Nc2ccc(Cl)c(C(F)(F)F)c2)cc(OC)c1OC	-5.2	5.0	-1.9	7.7	-2.6	-10.1	6.2	-0.3	3.1
Cc1c(Br)c(C(=O)NNC(=O)c2ccc(C(C)(C)C)cc2)nn1C	-4.2	1.4	-13.3	-5.0	-3.1	1.1	0.4	-5.4	2.6
CCN(CC)CCCNC(=O)c1ccccc1NC(=O)C1=CSCCO1	2.8	-0.2	-4.6	-15.1	-8.5	-6.6	0.1	1.4	-4.2
Cc1cc(N)n(-c2ccc(S(=O)(=O)c3ccc(C(C)C)cc3)cc2)n1	12.3	0.6	-8.2	-3.7	-4.5	-19.6	1.5	1.5	-9.2
COC1OC2COC(c3ccccc3)OC2C(OC(C)=O)C1OC(C)=O (stereo unspecified)	-10.1	0.5	nt	-10.8	1.4	nt	1.2	3.9	9.0
O=C(NCc1ccc(Cl)cc1)C(=O)NCC1OCCN1S(=O)(=O)c1ccc2c(c1)OCCO2 (stereo unspecified)	4.1	1.6	-15.2	-10.7	-3.5	-4.4	2.2	-7.5	0.1
CN(C(=O)c1ccco1)c1nc(CC(=O)Nc2ccccc2)cs1	-31.1	0.5	-13.2	-8.7	-1.6	-16.7	2.4	-5.3	8.2
COc1ccc(N2CCN(C(CNC(=O)C(=O)NC3CCCC3)c3ccco3)CC2)cc1 (stereo unspecified)	-23.2	0.6	-17.1	-3.2	0.2	6.8	1.8	-1.8	14.9
Cc1nc2sc(C(c3ccccc3)N3CCN(c4ccccc4F)CC3)c(O)n2n1 (stereo unspecified)	-13.9	0.9	-10.4	-14.1	-1.6	-9.5	1.3	-0.4	6.2
Cn1nnnc1SCC(=O)Nc1ccc2c(c1)OCO2	11.4	-0.2	-7.9	0.2	-3.2	-4.0	0.5	-0.3	3.5
CCOCCCNC(=O)C(c1ccc(OC)cc1)N(Cc1ccc2c(c1)OCO2)C(=O)c1ccccn1 (stereo unspecified)	3.6	2.3	-12.9	0.6	-3.0	-6.5	6.0	1.9	-0.8
CC(C)(C)n1nnnc1C(c1cc2cc3c(cc2[nH]c1=O)OCO3)N1CCN(c2ccccc2)CC1 (stereo unspecified)	1.2	-0.1	0.5	-16.1	-6.6	-2.8	-0.3	-12.2	1.5
COc1ccccc1C(=O)NCCC(=O)N1CCN(C(=O)c2ccco2)CC1	0.5	0.1	nt	2.5	-2.5	nt	0.3	3.2	4.8
O=C(O)/C=C/c1ccccc1Oc1ccccc1	-9.5	0.1	-6.2	-12.3	0.3	-8.1	0.3	1.8	5.4
Cn1c(CSc2ncn[nH]2)nc2ccccc21	-14.3	0.1	-19.1	-5.7	-3.9	-7.0	0.5	7.4	10.9
CCCNC(=O)c1cc(C2CCCCN2C(=O)c2cc(C(C)(C)C)nn2C)on1 (stereo unspecified)	-0.6	1.2	nt	2.1	-4.2	nt	0.7	3.1	-3.7
C=CCOc1cc(C)nc(-c2ccccc2O)n1	-14.3	0.6	-10.9	-11.4	-3.6	-1.3	-0.4	-10.2	5.7
O=C(NC1CCC(NC(=O)C(F)(F)C(F)F)CC1)C(F)(F)C(F)F (stereo unspecified)	-0.2	-0.3	-7.4	5.7	-3.0	-1.5	0.4	14.7	3.0
CN(/C=C/C(=C\C=[N+](C)c1ccccc1)OCCCS(=O)(=O)[O-])c1ccccc1	16.7	2.1	-0.6	-4.6	-2.8	-2.5	11.9	-5.3	-9.2
O=C1CNC(=S)N1Cc1ccc(F)cc1	-1.9	1.7	-5.7	-6.3	-3.5	-7.2	0.4	5.7	0.1
